Apoferritin bind: candidate novel general anesthetic via apoferritin binding; P02791; apoferritin/1-aminoanthracene competitive binding, fluorescence; Potency, µM (highest dose often 77.5 µM), for the others: top-dose activity change, negative = displacement, actives largely listed as inhibitors; 0.074% of 350,000 active; further: potency means the concentration at half of the fitted maximal effect; on the % scale 0 is the no-effect control and ±100 the full control effect; nearly all actives have a fitted effect of over 20% in size
Target sequence (P02791 2-175 limits assumed): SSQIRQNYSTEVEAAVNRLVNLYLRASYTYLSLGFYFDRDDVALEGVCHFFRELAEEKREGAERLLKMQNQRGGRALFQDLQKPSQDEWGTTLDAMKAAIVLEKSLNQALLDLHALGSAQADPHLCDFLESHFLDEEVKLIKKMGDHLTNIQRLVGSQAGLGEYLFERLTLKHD
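Horse-spleen apoferritin (10 uM) in 50% saturated 1-aminoanthracene in PBS was incubated 10 min at room temperature with compound. Fluorescence (ex 380, em 535 nm) was normalized to free and bound 1-AMA, with concentration-response fitted by a four-parameter Hill equation.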
D2 PAM: positive allosteric modulators of human D2 dopamine receptor; P14416; HEK293 T-REx D2, calcium flux, EC20 dopamine potentiation; potentiation, % at 10 µM; 0.34% of 340,000 active;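 active means potentiation over 3 SD above the plate norm, cut at about 30% in these data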; further: 0% is about no effect
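Using a no-wash calcium dye in inducible, force-coupled HEK293 Trex cells expressing D2, we tracked fluorescence each second for 180 s after compound, then for 180 s after EC20 dopamine to detect augmented signalling.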
RXFP1 agonist: RXFP1 (human) receptor agonism. Q9HBX9. 0.3% of 370,000 active. HEK293T-RXFP1 cAMP TR-FRET, 30 min; response scale: percent of porcine relaxin response, buffer zero. Potency, µM (titrated, usually from 57.5 µM), for the others: top-dose activation, usual class: activators; further: potency means the concentration at half of the fitted maximal effect; on the % scale 0 is the no-effect control and ±100 the full control effect; nearly all actives have a fitted effect of over 60% in size; many of its hits are not listed in these tables
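cAMP rise read by TR-FRET after 30 min, 37C compound exposure (up to 58 uM) in RXFP1-transfected HEK293 cells with Ro 20174 present. EC50 from Hill-equation fits, with 29 nM porcine relaxin as 100% and buffer as basal.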
RXFP1 antag: antagonists of human relaxin receptor RXFP1; activity change, negative = inhibition, % at 57.5 µM; 0.59% of 350,000 active; HEK293-RXFP1, relaxin-stimulated cAMP HTRF, 30 min; active compounds read low; Q9HBX9;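 active means activity change of -60% or lower, but not beyond a set lower limit; inconclusive means change between -60% and -40%, or beyond the set limit; inactive means change above -40%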; further: on the % scale 0 is the no-effect control and ±100 the full control effect
TRHR enhancer: allosteric enhancers of human TRH receptor. 0.66% of 360,000 active. AID 493056. enhancement, % at 2 µM. TRHR cells, fluo-8 calcium fluorescence, EC20 TRH enhancement; in the data active means enhancement above about 30%; further: 0% is about no effect
Target sequence (P34981 whole entry, looked up): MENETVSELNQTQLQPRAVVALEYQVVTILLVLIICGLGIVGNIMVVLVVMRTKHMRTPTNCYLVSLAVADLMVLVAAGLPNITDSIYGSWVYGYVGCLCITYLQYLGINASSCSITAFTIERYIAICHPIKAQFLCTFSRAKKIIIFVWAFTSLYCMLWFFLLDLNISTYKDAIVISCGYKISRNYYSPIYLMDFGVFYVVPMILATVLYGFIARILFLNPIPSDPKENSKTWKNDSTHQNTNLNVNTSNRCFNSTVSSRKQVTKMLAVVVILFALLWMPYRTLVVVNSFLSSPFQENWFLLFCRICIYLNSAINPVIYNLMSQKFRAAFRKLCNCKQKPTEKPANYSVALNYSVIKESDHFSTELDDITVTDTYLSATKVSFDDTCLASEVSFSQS
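Enhancer read-out: after compound pinning and an initial kinetic agonist-mode read, an EC20 of TRH (10 nM final) was injected and fluo-8 calcium signal (Ex 480/Em 530) followed at 1 s/cycle for 100 cycles in TRHR-expressing cells.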
D1 antag: blocks dopamine activation of the human D1 receptor. activity change, negative = inhibition, % at 10 µM. HEK293 TREx D1 cells, calcium flux, dopamine EC80; active compounds read low. 3.2% of 360,000 active. P21728. AID 504652; in the data active means activity change below about -30%; further: on the % scale 0 is the no-effect control and ±100 the full control effect
Target sequence (P21728 whole entry, looked up): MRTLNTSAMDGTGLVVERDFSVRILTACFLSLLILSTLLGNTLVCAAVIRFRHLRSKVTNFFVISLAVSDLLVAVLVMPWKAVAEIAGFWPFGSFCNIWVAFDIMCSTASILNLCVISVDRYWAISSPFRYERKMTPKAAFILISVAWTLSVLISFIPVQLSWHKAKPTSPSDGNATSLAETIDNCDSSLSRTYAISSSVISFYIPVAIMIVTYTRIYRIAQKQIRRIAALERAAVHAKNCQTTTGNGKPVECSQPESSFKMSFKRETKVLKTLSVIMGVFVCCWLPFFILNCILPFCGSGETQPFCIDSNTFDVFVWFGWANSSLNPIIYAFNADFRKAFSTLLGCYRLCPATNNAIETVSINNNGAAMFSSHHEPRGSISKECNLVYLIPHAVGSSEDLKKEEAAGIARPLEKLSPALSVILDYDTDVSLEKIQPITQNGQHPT
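Tetracycline-induced HEK293 T-REx cells with force-coupled D1 receptor were loaded with a no-wash calcium dye. Compound was added after a 10 s baseline and read kinetically for 180 s; EC80 dopamine was then added and calcium flux followed another 180 s.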
TRHR agonist: activates the human TRH receptor; TRHR cells, calcium flux fluo-8, FDSS agonist mode; 0.18% of 360,000 active; P34981; activation, % at 2 µM; in the data active means activation above about 30%; further: 0% is about no effect
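Agonist-mode FDSS calcium read (Ex 480/Em 530, 1 s cycles) in 1536-well TRHR cells with fluo-8 dye, after 10-cycle baseline and 23 nL compound addition; TRH at EC20 (10 nM final) added afterwards for the enhancer phase.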
D1 PAM: human D1 dopamine receptor positive modulation; P21728; HEK293 TREx D1 cells, calcium flux, dopamine EC20 potentiation; potentiation, % at 10 µM; 0.036% of 360,000 active; AID 504651; in the data active means potentiation above about 30%; further: 0% is about no effect
D1 agonist: activates the human D1 dopamine receptor | P21728 | HEK293 T-REx D1 cells, calcium flux, agonist mode | activation, % at 2 µM | 1% of 360,000 active | AID 504660; in the data active means activation above about 30%; further: 0% is about no effect
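Inducible HEK293 T-REx D1 cells, force-coupled to calcium signalling, were plated at 4000 cells/well with tetracycline and held overnight at 30 C. After no-wash calcium dye loading, compound-evoked calcium rise over 180 s flagged agonists.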
* marks the source's active call; other numbers are inactive results; u = inconclusive; x = no result given; [ ] = remark or other dose. Unless noted, the call rests on the fitted dose curve; in most records, active means well fitted curve in the direction sought with a large enough effect; inconclusive means small, poorly fitted or top-dose-only effect, or another doubt; inactive means no such curve, though single readings can be large; an effect the other way counts as inactive or inconclusive. Only part of the results is shown. The share of hits here may be higher or lower than overall.

cpd	Structure	Apoferritin bind	D2 PAM	RXFP1 agonist	RXFP1 antag	TRHR enhancer	D1 antag	TRHR agonist	D1 PAM	D1 agonist
1	O=C(NN=C1CCN(Cc2ccccc2)CC1)c1ccccc1	-4.4%	-12.0	2.2%	-39.8	3.3	19.7	0.8	-3.3	1.6
2	O=C1CC(N2CCN(c3ccccc3)CC2)C(=O)N1Cc1ccc(Cl)cc1 (centres undefined)	-5.1%	x	-1.2%	-7.4	8.2	4.3	1.4	-2.1	1.1
3	Cn1nnnc1SCc1nc2ccccc2s1	-17.5%	9.9	1.1%	-12.2	10.8	9.7	-0.3	-5.7	4.4
4	COC(=O)c1sc2cccc(F)c2c1S(=O)(=O)Nc1cc(OC)cc(OC)c1	u	-3.8	5.3%	-9.0	2.7	24.9	2.2	-4.8	22.3
5	Cc1ccc(NC(=O)CSCc2n[nH]c(=O)[nH]2)c(Br)c1	-3.6%	-2.7	1.9%	-24.0	-8.2	-10.2	0.4	7.6	0.1
6	COc1ccc(C)cc1NC(=O)Cn1c(=O)oc2cc(S(=O)(=O)N3CCCCC3)ccc21	1.2%	-11.0	-1.4%	x	-4.1	3.9	-0.3	0.1	-1.4
7	O=C(Nc1ccc(Cl)cc1C(=O)Nc1ccccn1)c1ccco1	-5.5%	1.0	0.3%	-7.1	-1.2	-3.4	-2.1	-2.7	2.2
8	COc1ccc(C2=[N+]([O-])C(C)(C)N(O)C2(C)C)cc1	-17.6%	8.9	-0.3%	-3.5	0.2	0.4	0.1	3.6	1.1
9	CC1=CC2=NC(=O)/C(=C\c3cccn3CCOc3ccc(C)c(C)c3)C(=N)N2O1	-1.8%	8.0	-0.3%	-4.4	-23.2	-4.0	0.3	0.8	2.2
10	COc1ccccc1OC(C)C(=O)N1CC(=O)Nc2ccccc21 (centres undefined)	3.1%	5.4	2.4%	-23.2	-5.2	-0.9	-0.3	-1.1	3.0
11	c1ccn2cc(C34CC5CC(CC(C5)C3)C4)nc2c1	u	-3.1	0.2%	-8.3	0.3	-22.8	-0.4	-2.1	14.9
12	O=C(CCCCCCC(=O)c1ccccc1)c1ccccc1	-7.5%	9.4	0.2%	0.4	-9.8	-32.1*	-0.5	-1.4	1.5
13	Cn1cc(CNC(=O)COc2ccc(Cl)cc2Cl)cn1	-2.1%	3.0	2.8%	1.1	7.5	5.3	-0.9	-3.6	5.9
14	Cc1ccccc1-c1ccc(C=Nc2c(C)n(C)n(-c3ccccc3)c2=O)o1	u	-1.0	10.1%	-5.6	-9.5	3.6	-1.0	-6.7	1.8
15	CC(C)(CN1CCCC1)NC(=O)C1CCC(=O)N(CCCN2CCOCC2)C1 (centres undefined)	-12.1%	x	3.8%	14.5	-0.6	12.3	1.8	8.4	3.0
16	CCC(=O)Nc1cc(-c2nn(C)c(=O)c3ccccc23)ccc1N1CCOCC1	-11.6%	-1.0	5.7%	-6.6	-4.1	-13.1	-0.4	-4.5	3.2
17	COc1ccc(NC(=O)c2oc3ccccc3c2NC(=O)COc2ccc(C(C)C)cc2)c(OC)c1	2.5%	2.3	-0.2%	x	5.2	-0.2	0.3	-0.3	1.0
18	CC1CCN(C(=S)NC(=O)C2CCCCC2)CC1	-11.6%	-11.3	0.6%	-2.1	5.5	-0.7	-1.4	-4.2	2.7
19	Cc1cc(C(=O)COC(=O)c2ccc(O)cc2)c(C)n1CC1CCCO1 (centres undefined)	u	1.2	0.9%	-6.5	10.3	8.2	0.3	-3.8	8.8
20	CCOC(=O)Cc1csc(NC(=O)CSc2nnc(C(C)C)n2C)n1	-13.8%	3.0	-1.1%	2.1	11.9	4.1	0.0	0.7	-0.5
21	CCOc1ccccc1NC(=S)NCCc1ccccc1	-9.2%	x	-0.9%	1.7	-1.5	-5.7	-0.7	-0.5	2.5
22	Cn1c(=O)c2c(nc(NN=C3CCCC3)n2C)n(C)c1=O	3.4%	-2.1	19.1%	-0.4	-3.2	0.8	-0.3	-3.0	-0.2
23	CCOC(=O)c1nnn(-c2nonc2OC)c1-c1ccccc1	-4.3%	15.1	2.6%	7.0	3.2	-11.6	-0.7	-1.1	4.7
24	CCOC(=O)N/N=C/c1cn(Cc2ccc(Cl)cc2)c2ccccc12	-8.2%	1.8	0.2%	x	0.9	4.0	0.5	-6.8	1.0
25	O=C(/C=C/c1ccco1)N(c1ccccn1)c1ccccn1	-8.7%	-3.2	1.6%	-0.8	-2.2	-11.4	0.9	3.0	1.1
26	CN(Cc1ccccc1)C(=O)c1[nH]cnc1C(=O)Nc1cccc(Cl)c1	x	-28.3	0.4%	x	-3.8	x	-0.5	-3.9	-0.9
27	COCCNC(=O)Nc1ccc(F)cc1	-8.8%	-12.3	1.9%	-6.9	0.5	x	0.8	-2.7	0.3
28	Cc1ccc(S(=O)(=O)c2nnn3c2nc(N2CCN(c4ccccc4F)CC2)c2ccccc23)cc1C	-8.0%	5.3	11.9%	-7.4	4.2	-4.4	0.3	-1.3	0.1
29	CCCCc1c(O)nc(SCC(=O)NC(C)(C)C)n(-c2ccccc2C)c1=O	-5.6%	3.5	-0.8%	1.9	6.7	32.2	-0.5	3.3	19.7
30	COc1ccccc1OCC(=O)NCC1CCCN(C(=O)c2ccccc2SC)C1 (centres undefined)	-4.7%	7.1	-1.5%	-1.8	1.1	-20.0	-0.4	-5.7	3.2

Single records, from the list above. Order of screens: Apoferritin bind | D2 PAM | RXFP1 agonist | RXFP1 antag | TRHR enhancer | D1 antag | TRHR agonist | D1 PAM | D1 agonist
Results for Cn1nnnc1SCc1nc2ccccc2s1 : -17.5% | 9.9 | 1.1% | -12.2 | 10.8 | 9.7 | -0.3 | -5.7 | 4.4
Results for O=C(Nc1ccc(Cl)cc1C(=O)Nc1ccccn1)c1ccco1 : -5.5% | 1.0 | 0.3% | -7.1 | -1.2 | -3.4 | -2.1 | -2.7 | 2.2

(more compounds)
cpd	Structure	Apoferritin bind	D2 PAM	RXFP1 agonist	RXFP1 antag	TRHR enhancer	D1 antag	TRHR agonist	D1 PAM	D1 agonist
31	COc1cc(OC)cc(C(=O)NC2CCSc3ccccc32)c1 (centres undefined)	-15.5%	5.8	1.5%	3.2	-1.1	-10.2	-0.9	0.1	-0.1
32	CN(C(=O)CC1C(=O)NCCN1Cc1cccc(F)c1F)C1CC(C)(C)NC(C)(C)C1 (centres undefined)	-1.1%	0.5	-1.8%	-11.9	2.6	2.1	0.6	7.8	1.1
33	CC(CCc1ccccc1)NC(=O)c1ccc(NC(=O)c2cccc(Br)c2)cc1 (centres undefined)	-10.7%	21.3	2.6%	x	2.8	1.9	1.1	-3.1	1.8
34	Cc1ccc(S(=O)(=O)CCC(=O)OCC(=O)NCc2ccc(Cl)cc2)cc1	-19.9%	-1.5	0.2%	-3.3	-5.2	-11.6	-0.9	-6.1	0.5
35	COc1ccc(Br)cc1C(=O)Nc1ccc(-c2nc3cc(Cl)ccc3o2)cc1	-5.9%	8.3	12.8%	-1.8	-6.1	-9.6	0.0	-2.0	1.8
36	CC1(C)Cc2c(sc3c2c(N)nc(=S)n3Cc2ccccc2)CO1	-2.1%	7.6	u	x	2.8	12.0	0.2	-1.3	-0.5
37	O=C(c1ccccc1)N1CCCCC(Sc2nnc3ccccn23)C1=O (centres undefined)	-9.9%	-1.8	1.0%	-8.3	-3.4	6.4	0.0	-0.1	-0.2
38	CCC(=O)Nc1ccc(C(=O)COC(=O)c2nc3nccc(C)n3n2)cc1	x	18.8	4.2%	5.8	-1.3	13.1	0.7	-8.5	2.9
39	CCOc1ccc(N2C(=O)C3C4C=CC(CC4)C3C2=O)c([N+](=O)[O-])c1 (centres undefined)	u	-3.8	0.5%	-9.6	-3.2	-14.4	-0.4	-4.7	-0.5
40	N=c1c(C(=O)NCc2ccc(F)cc2)cc2c(=O)n3ccccc3nc2n1Cc1cccnc1	101.9%[activator]	8.2	7.7%	8.1	-10.3	10.7	0.7	-7.3	4.8
41	CCN(CC)S(=O)(=O)c1ccc(C)c(NC(=O)COc2ccc(Cl)cc2Br)c1	0.2%	-11.7	7.4%	-6.2	3.2	3.2	0.4	-2.2	2.9
42	CC(C)NCCCCOc1ccc(Br)cc1Cl	-12.1%	2.9	-1.2%	-13.8	7.9	-24.5	-1.4	-5.2	49.8*
43	Cn1c(SCC(=O)NCc2ccco2)nnc1-c1ccc(S(=O)(=O)N2CCOCC2)cc1	-16.7%	-3.6	1.3%	-1.4	47.4*	9.3	-0.2	-2.9	-0.4
44	CCC(=O)c1ccc(OCC(=O)OCC(=O)c2cc(C)n(CC3CCCO3)c2C)cc1 (centres undefined)	x	3.1	-0.6%	-10.4	4.7	-24.7	-0.1	-6.2	8.4
45	COc1ccccc1NC(=O)C1=C(C)Nc2nc(CCCO)nn2C1c1cccnc1 (centres undefined)	-7.0%	3.8	1.1%	-1.2	-2.7	-0.5	0.8	-20.9	0.6
46	COCc1cc(C)nc2sc(C(=O)Nc3ccccc3F)c(N)c12	43.8%[activator]	10.6	14.3%	4.9	20.1	5.7	-0.1	0.1	0.7
47	Cc1ccc(Cn2c(=N)c(C(=O)NC3CCCC3)cc3c(=O)n4ccccc4nc32)cc1	-7.2%	-7.6	3.1%	2.6	2.8	-4.5	0.1	6.2	1.7
48	O=C(Nc1ccccc1)Nc1snnc1C(=O)Nc1cccc(O)c1	-7.8%	1.9	-1.5%	u	0.9	-17.2	-1.1	-5.2	7.6
49	O=c1c2ccccc2nc(-c2ccccc2)n1CCCN1CCOCC1	9.1%	22.8	3.5%	-1.8	8.3	3.7	0.8	-2.6	3.2
50	Cc1ccc(S(=O)(=O)/N=C(\CN2CCOCC2)N2CCCC2)cc1	-6.2%	x	0.9%	-11.2	9.4	8.3	0.1	2.8	0.5

Single values from the list:
For D2 PAM, `COc1ccc(Br)cc1C(=O)Nc1ccc(-c2nc3cc(Cl)ccc3o2)cc1` shows 8.3
For D1 PAM, `O=c1c2ccccc2nc(-c2ccccc2)n1CCCN1CCOCC1` shows -2.6
For D1 PAM, `CC(C)NCCCCOc1ccc(Br)cc1Cl` shows -5.2
For D2 PAM, `COc1ccccc1NC(=O)C1=C(C)Nc2nc(CCCO)nn2C1c1cccnc1` (centres undefined) shows 3.8
For D2 PAM, `COc1cc(OC)cc(C(=O)NC2CCSc3ccccc32)c1` (centres undefined) shows 5.8
For RXFP1 antag, `CCN(CC)S(=O)(=O)c1ccc(C)c(NC(=O)COc2ccc(Cl)cc2Br)c1` shows -6.2

Assay outcomes: PubChem, National Center for Advancing Translational Sciences (NCATS)
